UBC13 inh – blocks human UBC13 polyubiquitin chain formation; actives 0.47% (n = 330,000); inhibition, % at 20 µM; TR-FRET; P61088; in the data active means inhibition above about 45%, passing the limit was not always enough
SENP8 block-1 – SENP8 (human) protease inhibition; inhibition, % at 20 µM; recombinant SENP8, Nedd8 substrate fluorescence; actives 0.64% (n = 360,000); AID 602440; in the data active means inhibition mostly above about 40%, no sharp cut-off; inactive means mostly below about 27%
SENP8 block-2 – SENP8 protease inhibition; Q96LD8; purified SENP8, Z-RLRGG-aminoluciferin cleavage, luminescence; inhibition, % at 10 µM; actives 1.2% (n = 330,000); AID 2540; in the data active means inhibition above about 50%
SENP7 inh – inhibitors of human SENP7 protease | Q9BQF6 | recombinant SENP7, Z-RLRGG-aminoluciferin luminescence, 40 min | inhibition, % at 5 µM | actives 1.5% (n = 330,000) | AID 434973;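 active means inhibition above about 50% at the single test dose, limit read from the data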;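 further: plate controls were DMSO with enzyme for no effect and no enzyme buffer wells for full effect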
Target sequence (Q9BQF6 706-1050 limits assumed): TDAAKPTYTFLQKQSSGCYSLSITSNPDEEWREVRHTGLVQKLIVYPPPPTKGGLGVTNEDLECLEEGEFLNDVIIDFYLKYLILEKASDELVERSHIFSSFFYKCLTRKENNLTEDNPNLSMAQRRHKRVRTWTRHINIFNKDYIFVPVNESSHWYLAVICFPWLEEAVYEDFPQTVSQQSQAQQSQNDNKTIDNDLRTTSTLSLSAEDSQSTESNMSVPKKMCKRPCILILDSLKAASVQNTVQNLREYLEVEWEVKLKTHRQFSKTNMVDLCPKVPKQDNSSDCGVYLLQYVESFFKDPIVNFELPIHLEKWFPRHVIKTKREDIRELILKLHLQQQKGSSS
SENP6 inh – inhibitors of human SENP6 protease. Recombinant SENP6 catalytic domain, aminoluciferin luminescence. inhibition, % at 10 µM. actives 1.8% (n = 330,000). AID 2599;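 active means inhibition above about 50% at the single tested dose, limit read from the data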;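 further: plate controls were DMSO wells with enzyme for no effect and DMSO wells lacking enzyme for full effect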
Apaf1 inhib – human Apaf-1 inhibition; O14727; reconstituted apoptosome caspase-3 activity, DEVD-Rh110 fluorescence; inhibition, % at 20 µM; actives 0.71% (n = 330,000); AID 489030; active means inhibition of at least 40% at 20 µM;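 further: plate controls were DMSO wells for no effect and DEVD-CHO caspase inhibitor wells for full effect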
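System: reconstituted apoptosome with Apaf-1, cytochrome c, caspase-9, procaspase-3, dATP; Signal: Rh110 fluorescence intensity; Schedule: 30 min compound preincubation, 50 min activation, room temperature; Reagent: cytochrome c trigger plus (Z-DEVD)2-Rh110 caspase-3 substrate.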
SENP1 inh – inhibitors of human SENP1 SUMO protease catalytic domain | Q9P0U3 | recombinant SENP1 catalytic domain, CyPet-SUMO1-YPet FRET cleavage | inhibition, % at 10 µM | actives 0.21% (n = 360,000);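 active means inhibition at least 30% at 10 µM, raw YFP signal under a set limit, fluorescence ratio 0.5 to 1.5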;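 further: 0% = enzyme with DMSO and 100% = no enzyme wells; some results filed as inactive read as strong as hits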
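Test system: hSENP1 catalytic domain, recombinant; Amount: 20 pM final SENP1 enzyme; Medium: Tris pH 8 buffer plus EDTA, NaCl, BME, BSA, NP40, catalase; Schedule: 50 min enzyme reaction, room temperature, light-protected; Technique: FRET fluorescence in CFP and YFP emission channels; Controls: no-enzyme wells low, DMSO-plus-enzyme wells high control.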
APOBEC3G inh – inhibitors of human APOBEC3G DNA deaminase | recombinant A3G, ssDNA deamination FAM/TAMRA fluorescence | inhibition, % at 20 µM | actives 0.28% (n = 330,000);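 active means inhibition of at least 40% at 20 µM, with no more than 30% in the related APOBEC3A deaminase screen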;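 further: plate controls were DMSO wells with A3G for no effect and wells lacking A3G enzyme for full effect; some compounds called inactive have numbers as strong as hits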
Target sequence (Q9HC16 whole entry, looked up): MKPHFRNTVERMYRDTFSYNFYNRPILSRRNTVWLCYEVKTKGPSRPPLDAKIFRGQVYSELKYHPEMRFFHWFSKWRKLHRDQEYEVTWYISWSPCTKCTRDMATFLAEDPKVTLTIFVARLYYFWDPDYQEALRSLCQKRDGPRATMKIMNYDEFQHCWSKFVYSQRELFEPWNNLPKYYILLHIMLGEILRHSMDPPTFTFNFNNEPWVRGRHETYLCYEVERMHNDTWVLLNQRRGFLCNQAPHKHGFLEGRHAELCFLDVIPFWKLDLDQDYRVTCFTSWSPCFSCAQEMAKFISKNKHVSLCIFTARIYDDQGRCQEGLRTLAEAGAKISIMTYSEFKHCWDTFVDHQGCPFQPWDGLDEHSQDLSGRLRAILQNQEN
Starred values were filed as active, the others as inactive. Not a hit list, and some 3.6% of all compounds hit somewhere here.

SMILES	UBC13 inh	SENP8 block-1	SENP8 block-2	SENP7 inh	SENP6 inh	Apaf1 inhib	SENP1 inh	APOBEC3G inh
CCc1ccc(/C=N/NC(=O)c2ccccn2)cc1	-10	-3	79*	83*	83*	-3	0	-6
CC(Nc1cccc(F)c1)C(=O)Nc1ccc(S(N)(=O)=O)cc1 (stereo unspecified)	8	-12	3	2	19	-7	1	-3
COc1cc(C(=O)OC(C)C(=O)Nc2ccc3c(c2)OCCO3)cc(OC)c1OC (stereo unspecified)	8	6	0	0	-8	-8	3	-4
COCCCNC(=O)Cc1ccc(S(=O)(=O)N2CCOCC2)s1	6	-6	3	6	6	-15	-1	-8
FC(F)(F)c1ccc(-n2ccnc2)nc1	10	16	-3	-4	-15	-7	-2	9
CCOC(=O)c1c(S(=O)(=O)N2CCCCC2C)c(C)n(C)c1C (stereo unspecified)	4	7	-1	7	-3	-13	1	-5
CC1CN(C(=O)C2(C)CC2(Br)Br)CC(C)O1 (stereo unspecified)	7	6	-5	-3	-2	-1	2	-8
N#Cc1ccccc1Cn1c(=O)n(Cc2ccc(C(=O)NCc3ccco3)cc2)c(=O)c2ccccc21	-13	25	0	-12	2	20	1	-1
CCC(NS(=O)(=O)c1ccc(C)cc1)C(=O)O (stereo unspecified)	-10	2	-2	-15	7	0	0	-5
COc1ccc(-n2nnc3c(=O)n(CC(=O)N4CCC(C)CC4)cnc32)cc1	3	9	3	-1	2	-8	0	-4
COc1ccccc1NS(=O)(=O)c1cccc(C(=O)NCC(c2ccccc2OC)N2CCCC2)c1 (stereo unspecified)	17	13	6	10	6	27	-10	3
C=CCSC1=C(C#N)C(c2ccccc2C)CC(=O)N1 (stereo unspecified)	-6	15	1	2	5	-6	1	12
Cc1cc2c(cc(C(=O)N3CCC(C(=O)NC4CCCC4)CC3)n2Cc2c(F)cccc2Cl)o1	-4	-7	-8	12	-15	15	-18	-11
O=C(CCCCn1c(=O)c2ccccc2n(Cc2ccccc2F)c1=O)NC1CCN(Cc2ccccc2)CC1	100*	40*	-7	0	8	4	0	2
Cc1nc(CC(=O)Nc2nccs2)cs1	3	0	5	-5	22	1	-2	-3

Arranged by heavy-atom count (smallest number first): some entries from above
SMILES	UBC13 inh	SENP8 block-1	SENP8 block-2	SENP7 inh	SENP6 inh	Apaf1 inhib	SENP1 inh	APOBEC3G inh
COc1cc(C(=O)OC(C)C(=O)Nc2ccc3c(c2)OCCO3)cc(OC)c1OC (stereo unspecified)	8	6	0	0	-8	-8	3	-4
N#Cc1ccccc1Cn1c(=O)n(Cc2ccc(C(=O)NCc3ccco3)cc2)c(=O)c2ccccc21	-13	25	0	-12	2	20	1	-1
O=C(CCCCn1c(=O)c2ccccc2n(Cc2ccccc2F)c1=O)NC1CCN(Cc2ccccc2)CC1	100*	40*	-7	0	8	4	0	2

More records.
SMILES	UBC13 inh	SENP8 block-1	SENP8 block-2	SENP7 inh	SENP6 inh	Apaf1 inhib	SENP1 inh	APOBEC3G inh
O=C(CN1CCCCCC1)Nc1ccc(Br)cn1	0	12	-5	6	-10	4	-3	1
CC(C)NC(=O)Cn1cc(C#N)c2cc(Br)ccc21	18	0	-1	9	-3	-19	1	-6
CC(=O)Nc1ccc(S(=O)(=O)N(C)c2ccc(OCC(=O)OCC(=O)Nc3ccc(OC(F)F)cc3)cc2)cc1	1	24	-1	0	-15	-16	2	-4
Fc1ccc(-c2ccc(/C=N\n3cnnc3)o2)cc1Cl	-4	-67	-1	1	-2	5	6	-1
Cc1ccccc1-c1ocnc1C(=O)Nc1ccccc1NC(=O)c1ccccn1	-2	16	-13	-11	-16	17	1	-5
COc1ccccc1OCC(=O)NCC1CCCN(C(=O)c2ccccc2SC)C1 (stereo unspecified)	3	0	-9	-2	-8	51*	-2	-11
O=c1c(Cl)c(Nc2cccc(Cl)c2)cnn1-c1nc2ccccc2s1	-3	-34	-2	3	33	15	-2	-2
O=C(Nc1ccc(Cl)cc1)NC1(C(=O)NCCCN2CCOCC2)CCCCC1	-3	21	-4	-2	-13	0	1	-1
CCCOc1ccc(C(F)(F)F)cc1NC(=O)CCc1c(C)noc1C	-5	12	5	6	-11	6	1	-2
COc1ccccc1C(=O)Nc1nc(-c2ccc3c(c2)OCCO3)cs1	22	-188	24	3	14	3	-2	-4
CC(c1ccon1)N(C)C(=O)CCc1nnc(CCCCc2ccccc2)o1 (stereo unspecified)	15	29	-1	7	-3	-10	1	-8
CC(C)(C)NC(=O)c1cccc2c1-c1ccccc1C2=O	-6	21	-9	-5	-7	14	0	-11
COc1ccccc1NC(=O)CSc1nnc(C)s1	4	4	2	-1	15	1	0	-2
COC(=O)c1ccc(CN2CCN(Cc3ccc(F)cc3)C(CCO)C2)cc1 (stereo unspecified)	6	-2	4	0	-10	-1	0	-4
C=CCSc1nc2ccsc2c(=O)n1-c1cccnc1	4	14	7	4	5	-5	1	0
COc1ccc(N2CC(NC(=O)NCC(C)C)CC2=O)cc1 (stereo unspecified)	-1	0	-2	7	-22	-9	0	-12

For convenience, part of the list above.
SMILES	UBC13 inh	SENP8 block-1	SENP8 block-2	SENP7 inh	SENP6 inh	Apaf1 inhib	SENP1 inh	APOBEC3G inh
O=C(CN1CCCCCC1)Nc1ccc(Br)cn1	0	12	-5	6	-10	4	-3	1
CC(C)NC(=O)Cn1cc(C#N)c2cc(Br)ccc21	18	0	-1	9	-3	-19	1	-6
CC(=O)Nc1ccc(S(=O)(=O)N(C)c2ccc(OCC(=O)OCC(=O)Nc3ccc(OC(F)F)cc3)cc2)cc1	1	24	-1	0	-15	-16	2	-4
Fc1ccc(-c2ccc(/C=N\n3cnnc3)o2)cc1Cl	-4	-67	-1	1	-2	5	6	-1
Cc1ccccc1-c1ocnc1C(=O)Nc1ccccc1NC(=O)c1ccccn1	-2	16	-13	-11	-16	17	1	-5
COc1ccccc1OCC(=O)NCC1CCCN(C(=O)c2ccccc2SC)C1 (stereo unspecified)	3	0	-9	-2	-8	51*	-2	-11
O=c1c(Cl)c(Nc2cccc(Cl)c2)cnn1-c1nc2ccccc2s1	-3	-34	-2	3	33	15	-2	-2
O=C(Nc1ccc(Cl)cc1)NC1(C(=O)NCCCN2CCOCC2)CCCCC1	-3	21	-4	-2	-13	0	1	-1
CCCOc1ccc(C(F)(F)F)cc1NC(=O)CCc1c(C)noc1C	-5	12	5	6	-11	6	1	-2
COc1ccccc1C(=O)Nc1nc(-c2ccc3c(c2)OCCO3)cs1	22	-188	24	3	14	3	-2	-4
CC(c1ccon1)N(C)C(=O)CCc1nnc(CCCCc2ccccc2)o1 (stereo unspecified)	15	29	-1	7	-3	-10	1	-8
CC(C)(C)NC(=O)c1cccc2c1-c1ccccc1C2=O	-6	21	-9	-5	-7	14	0	-11

Screening data: PubChem BioAssay, Sanford-Burnham Center for Chemical Genomics
